Screening results as filed in PubChem.
TRPC4 block – inhibitors of mouse TRPC4 channel. Q9QUQ5. HEK293 TRPC4beta/mu-opioid, DAMGO-evoked Fluo4 calcium flux; hits give low values. B-score at 10 µM. actives 0.39% (n = 300,000). AID 2247;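 active = B-score over 3 SD under the library average, no early fluorescence shift, positive overall ratio signal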
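Assay system: TRPC4beta/mu-opioid receptor HEK293 cell line; compound dosing: single concentration per test compound; detection: Fluo4 Ca2+ flux fluorescence; evaluation: per-well B score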
RGS4 act – RGS4 potentiation or activation; actives 0.92% (n = 310,000); B-score at 10 µM; HEK293 M3R/inducible RGS4, carbachol calcium flux Fluo4; hits give low values;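 active = B-score of the integrated calcium signal more than 4 SD below the library mean, with starting fluorescence not abnormally high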;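 note: negative B-score means reduced calcium response which marks RGS4 activation or potentiation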
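Reagent: ECmax carbachol challenge; Test system: M3R-expressing HEK293 line, RGS4 induced by doxycycline; Schedule: overnight RGS4 induction, 30 min dye load 37 °C, 20 min compound RT; Detection: calcium dye Fluo4 fluorescence; Read-out: Agonist-evoked peak-minus-minimum fluorescence over baseline, integrated ratio, B score.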
TRPC6 activator – activates the mouse TRPC6 cation channel. HEK293-TRPC6 membrane potential dye fluorescence; hits give high values. B-score at 10 µM. actives 0.13% (n = 310,000);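 active = B-score of the integrated fluorescence ratio above library mean plus 3 SD, and starting fluorescence ratio within library mean plus 5 SD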;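 note: higher score means more depolarization so channel activation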
Target sequence (Q61143 whole entry, looked up): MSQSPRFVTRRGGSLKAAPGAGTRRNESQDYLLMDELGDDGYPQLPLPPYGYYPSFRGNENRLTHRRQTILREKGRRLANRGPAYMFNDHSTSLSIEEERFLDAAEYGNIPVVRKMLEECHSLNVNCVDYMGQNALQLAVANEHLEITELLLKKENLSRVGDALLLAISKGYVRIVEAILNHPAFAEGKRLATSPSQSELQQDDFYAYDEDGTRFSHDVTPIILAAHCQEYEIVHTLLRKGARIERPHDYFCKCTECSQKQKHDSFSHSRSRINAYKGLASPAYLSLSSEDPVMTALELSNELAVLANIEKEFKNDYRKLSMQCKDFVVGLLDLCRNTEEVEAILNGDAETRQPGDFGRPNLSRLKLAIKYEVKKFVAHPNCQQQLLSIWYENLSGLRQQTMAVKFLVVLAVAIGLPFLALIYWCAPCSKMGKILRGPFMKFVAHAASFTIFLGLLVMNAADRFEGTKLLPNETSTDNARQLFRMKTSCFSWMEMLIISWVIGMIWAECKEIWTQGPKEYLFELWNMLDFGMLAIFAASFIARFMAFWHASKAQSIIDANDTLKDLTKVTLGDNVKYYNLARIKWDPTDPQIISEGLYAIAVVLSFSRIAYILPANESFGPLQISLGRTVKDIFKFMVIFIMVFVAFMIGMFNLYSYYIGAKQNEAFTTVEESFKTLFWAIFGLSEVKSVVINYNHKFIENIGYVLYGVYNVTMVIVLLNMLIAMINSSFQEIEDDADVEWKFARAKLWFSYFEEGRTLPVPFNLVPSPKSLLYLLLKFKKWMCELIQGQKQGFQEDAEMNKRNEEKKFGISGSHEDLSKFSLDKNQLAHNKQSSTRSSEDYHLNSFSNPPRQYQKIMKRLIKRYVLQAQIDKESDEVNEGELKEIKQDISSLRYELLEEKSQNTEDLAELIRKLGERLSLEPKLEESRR
MrgX1 PAM – human MrgX1 positive allosteric modulation, primary screen; Q96LB2; MrgX1-HEK293, Fluo-4 calcium flux, FDSS; hits give high values; B-score at 10 µM; actives 0.63% (n = 310,000); AID 588675;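 active = plate-corrected calcium response at least 3 library SD above typical, normal starting fluorescence, not activating the receptor alone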;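 note: compound read alongside a low EC10 to EC30 dose of BAM8-22 agonist; peak minus trough fluorescence over baseline measured at the second addition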
MrgX1 ag – human MrgX1 receptor agonism, primary screen; B-score at 10 µM; MrgX1-HEK293 cells, Fluo-4 calcium fluorescence, agonist mode; hits give high values; Q96LB2; actives 0.44% (n = 310,000); AID 588627;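 active = calcium response B-score plate-corrected fluorescence ratio at least 3 library SD, with starting fluorescence B-score inside 5 SD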
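Material – MrgX1-expressing HEK293 cells · Input – 15,000 cells seeded per well · Dosing – compound as first of three additions · Times – overnight seeding, then 1 h dark dye loading · Measured by – kinetic Fluo-4 NW fluorescence of intracellular calcium · Read-out – B-scored fluorescence response ratio · Benchmarks – positive and negative control wells on each plate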
MrgX1 antagonist – human MrgX1 receptor antagonism, primary screen; AID 588676; MRGX1-HEK293 calcium flux, Fluo-4, BAM8-22 antagonism; hits give low values; B-score at 10 µM; actives 1.3% (n = 310,000);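 active = calcium-response B-score plate-corrected more than 3 library SD below zero, starting fluorescence within 5 deviations, no agonist response on first addition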;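 note: peak minus trough fluorescence over baseline after final BAM8-22 challenge near maximal dose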
HIF act – HIF pathway transcriptional activation. U2OS HRE-luciferase reporter, luminescence; normalized: DMSO 0%, desferrioxamine 100%. activation, % at 7.5 µM (by protocol). actives 0.32% (n = 300,000);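 active = mean activation of at least 10% of the iron chelator positive control signal, with at least half of replicates also reaching 10%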
Platelet DG rel – platelet dense granule release activity. human platelet-rich plasma, SFLLRN dense granule ATP release, luminescence. inhibition, %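 (compounds screened at 7.5 µM in platelet-rich plasma)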. actives 0.22% (n = 300,000). AID 1663;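 active = mean replicate score, as percent of positive control, at or above 50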
RGS4 block – inhibitors of human RGS4; B-score at 10 µM; AID 463165; actives 0.45% (n = 310,000); P49798; HEK293 M3R/RGS4 inducible, Fluo-4 calcium flux; hits give high values; triggered by carbachol at its EC20;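 active = B-score, a plate-corrected calcium signal, over three deviations above library mean, with baseline fluorescence within five deviations of library mean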;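 note: RGS4 expression induced by doxycycline in cells with stable M3 receptor; B-score is computed from the integrated fluorescence ratio over baseline after carbachol; higher B-score means a larger calcium signal and so more RGS4 inhibition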
Target sequence (P49798 whole entry, looked up): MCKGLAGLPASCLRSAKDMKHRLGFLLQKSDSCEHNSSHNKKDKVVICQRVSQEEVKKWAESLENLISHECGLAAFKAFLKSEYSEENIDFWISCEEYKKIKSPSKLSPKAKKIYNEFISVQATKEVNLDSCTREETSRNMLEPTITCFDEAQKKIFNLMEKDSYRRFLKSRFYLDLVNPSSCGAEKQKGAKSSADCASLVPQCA
SKKanGAS inh – SKKanGAS growth inhibition | S. pyogenes SKKanGAS, kanamycin growth, BacTiter-Glo, 6 h | inhibition, % at 7.5 µM | actives 1.3% (n = 300,000) | AID 1662;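 active = mean replicate score, as percent of positive control median, at least 50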;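 note: strain carries kanamycin resistance gene driven by streptokinase promoter and grows in 40 µg/ml kanamycin; loss of luminescence reflects streptokinase promoter inhibition or plain growth inhibition; 0% = median of DMSO wells and 100% = positive control at its reference dose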
TRPC6 inh – mouse TRPC6 channel inhibition | Q61143 | HEK293-TRPC6, membrane potential dye, ACh-evoked depolarization; hits give low values | B-score at 10 µM | actives 1.1% (n = 310,000);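 active = B-score under library mean minus 3 SD, initial fluorescence not abnormally high, positive integrated signal ratio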;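 note: B-score derived from integrated fluorescence ratio over the kinetic read; more negative B-score means stronger inhibition of depolarization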
Starred values were filed as active, the others as inactive; i = inactive; . = not tested or not shown.

SMILES | TRPC4 block | RGS4 act | TRPC6 activator | MrgX1 PAM | MrgX1 ag | MrgX1 antagonist | HIF act | Platelet DG rel | RGS4 block | SKKanGAS inh | TRPC6 inh
CCc1c(C)sc(NC(=O)c2noc(C)c2[N+](=O)[O-])c1C#N | i | i | i | i | i | i | -0.1 | 12 | i | 1 | i
Cc1ccc(S(=O)(=O)N2CCC(C(=O)OCC(=O)N3CCCCC3C)CC2)cc1C (stereo not drawn) | i | i | i | i | i | i | -0.3 | 3 | i | -11 | i
CCC(C)C(NC(=O)C(N)CC(C)C)C(=O)NC(CCC(=O)OCc1ccccc1)C(N)=O (stereo not drawn) | i | i | i | i | i | i | . | -8 | i | -1 | i
CC(C)Oc1ccc(C(=O)OC(C)C(=O)Nc2nc(-c3cccc([N+](=O)[O-])c3)cs2)cc1 (stereo not drawn) | i | i | i | i | i | i | -0.2 | -3 | i | -5 | i
COC(=O)CC1C(=O)NC(C)=C1C(=O)OC (stereo not drawn) | i | i | i | i | i | i | 0.0 | -6 | i | 8 | i
C=CCNC(=O)NC(=O)COC(=O)c1ccccc1Sc1ccc(C(F)(F)F)cc1[N+](=O)[O-] | i | i | i | i | i | i | 0.2 | -2 | i | 4 | i
CCc1nnc(SCc2ccc(OC)c(Br)c2)n1N | i | i | i | i | i | i | 0.4 | -6 | i | -5 | i
Cc1cc(-c2nnc(CCC(=O)NC(C)c3cccc4ccccc34)o2)no1 (stereo not drawn) | i | i | i | i | i | i | 0.5 | 50* | i | 18 | i
CCCCCC(=O)N1CC2(CC(c3cccc(NC(=O)CC(c4ccccc4)c4ccccc4)c3)=NO2)C[C@@H]1C(N)=O (stereo partly drawn) | . | i | i | i | i | i | -0.4 | 3 | i | 42 | i
CCC1Oc2ccccc2N(CC(=O)NC2CCCCC2)C1=O (stereo not drawn) | i | i | i | i | i | i | -0.3 | 9 | i | 4 | i
CCCNC(=O)NC(=O)COC(=O)/C=C/c1cc(Br)ccc1F | i | i | i | i | i | i | -0.4 | -7 | i | 7 | i
CCOc1ccc2nc(NC(=O)C3CCCO3)sc2c1 (stereo not drawn) | i | i | i | i | i | i | 0.3 | 7 | i | -12 | i
O=C(NCc1cccs1)c1cccn2c(=O)c3sccc3nc12 | i | i | i | i | i | i | -0.1 | 7 | i | 2 | i
O=c1c2ccccc2c(-c2n[nH]c(=S)o2)nn1Cc1ccccc1 | i | i | i | i | i | i | 0.1 | 2 | i | 17 | i
Cc1ccc(NC(=S)NCc2ccc3[nH]c4c(c3c2)CCCC4)cc1 | i | i | i | i | i | i | 0.0 | 4 | i | 7 | i
C(=N\N=C\c1cccnc1)/c1cccnc1 | i | i | i | i | i | i | 0.4 | 11 | i | 2 | i
CCOc1ccc(Nc2oc(-c3ccco3)nc2C#N)cc1 | i | i | i | i | i | i | 1.0 | 2 | i | 0 | i
COc1ccccc1C(=O)NCCC(=O)NC1CCCCC1C (stereo not drawn) | i | i | i | i | i | i | -0.1 | 2 | i | -11 | i
C[C@@H]1NC(=O)[C@H](CCCN=C(N)N)NC(=O)c2cc([N+](=O)[O-])cc(I)c2OCC[C@@H](C(=O)NC(CC(=O)O)C(N)=O)NC1=O (stereo partly drawn) | i | i | i | i | i | i | -0.5 | 0 | i | 0 | i
c1ccc(-n2cc(CN3CCCC3)c(-c3ccc4c(c3)OCO4)n2)cc1 | i | i | i | i | i | i | -0.1 | -1 | i | 7 | i
Cc1cc(C)c(C#N)c(SCc2nc3ccccc3[nH]2)n1 | i | i | i | i | i | i | 5.0 | -5 | i | 4 | i
FC(F)(F)c1cccc(Cc2noc(CN3CCC(c4ccncc4)CC3)n2)c1 | i | i | i | i | i | i | -1.0 | -16 | i | -1 | i
CCCC1(c2ccccc2)NC(=O)N(C/C=C/Cl)C1=O (stereo not drawn) | i | i | i | i | i | i | 0.1 | -1 | i | 14 | i
COC(=O)CC1C(=O)NCCN1C(=O)c1ccc(S(=O)(=O)N2CCOCC2)cc1 (stereo not drawn) | i | i | i | i | i | i | 0.1 | -16 | i | 0 | i
Cc1ccc(NC(=O)c2ccc(S(=O)(=O)N3CCCC3)cc2)cc1 | i | i | i | i | i | i | -0.5 | -5 | i | -3 | i

Other records.
SMILES | TRPC4 block | RGS4 act | TRPC6 activator | MrgX1 PAM | MrgX1 ag | MrgX1 antagonist | HIF act | Platelet DG rel | RGS4 block | SKKanGAS inh | TRPC6 inh
CCOc1ccc(C(=O)NC(=S)Nc2ccc(N3CCC(C)CC3)cc2)cc1[N+](=O)[O-] | i | i | i | . | . | . | 0.0 | 3 | i | 18 | i
N#Cc1nc(COc2cccc(Cl)c2)oc1NCc1ccncc1 | i | i | i | i | i | i | -21 | -10 | i | -1 | i
O=C(Nc1ccc(Oc2ccc(NC(=O)Nc3ccccc3Cl)cc2)cc1)Nc1ccccc1Cl | i | i | i | i | i | i | -1.3 | 0 | i | 3 | i
CN(C)S(=O)(=O)c1ccc(N2CCCC2)c(C(=O)NC2CCCCC2)c1 | i | i | i | i | i | i | -0.5 | 5 | i | -13 | i
Cc1cccc(C)c1NC(=O)CN(C)C(=O)C(c1ccccc1)c1ccccc1 | i | i | i | i | i | i | -0.3 | -1 | i | -1 | i
Cc1nnc(NC(=O)c2ccco2)s1 | i | i | i | i | i | i | -0.3 | -1 | i | -1 | i
CCOC(=O)c1ccc(N2CCN(c3ccccc3F)CC2)c(NC(=O)Nc2cccc(OC)c2)c1 | i | i | i | i | i | i | -0.2 | -7 | i | 5 | i
Cc1ccccc1-c1nc2c(s1)CCc1onc(-c3ccc(Cl)cc3)c1-2 | i | i | i | i | i | i | -0.1 | 2 | i | -3 | i
C/C(=N\NC(=O)Cc1ccccc1)c1cccs1 | i | i | i | i | i | i | 0.2 | -4 | i | -3 | i
O=C(COc1ccc2ccccc2c1)N/N=C/C1CC=CCC1 (stereo not drawn) | i | i | i | i | i | i | -0.3 | 11 | i | 2 | i
CC(C)c1c(C(=O)N/N=C/c2cccs2)nnn1-c1nonc1N | i | i | i | i | i | i | 0.1 | -19 | i | 17 | i
NC(=O)C1CCCN(C(=S)NCc2ccc3c(c2)OCO3)C1 (stereo not drawn) | i | i | i | i | i | i | 0.0 | -2 | i | 12 | i
O=C(O)CCCC(=O)Nc1ccn(-c2ccccc2)n1 | i | i | i | i | i | i | 0.1 | 11 | i | 2 | i
CCc1nnc(NC(=O)CCC2CCCCC2)s1 | i | i | i | i | i | i | 0.6 | 3 | i | 4 | i
COc1cc2c(C(=O)N3CCN(c4cccc(Cl)c4)CC3)cn(C)c(=O)c2cc1OC | i | i | i | i | i | i | 3.3 | -4 | i | 10 | i
O=C(N/N=C/c1ccncc1)c1cc(-c2ccc(Br)s2)[nH]n1 | i | i | i | i | i | i | 0.2 | -1 | i | 16 | i
O=C(CN1C(=O)CSC1=O)Nc1ccc(C(=O)O)cc1 | i | i | i | i | i | i | 0.4 | 10 | i | -3 | i
COc1ccc(Cl)cc1NC(=O)c1cc(-c2ccccc2)on1 | i | i | i | i | i | i | -0.3 | 1 | i | 5 | i
Cc1cccc(NC(=O)CCC(=O)N/N=C/c2ccc(O)cc2O)c1 | i | i | i | i | i | i | 1.5 | 0 | i | 10 | i
COc1cc2c(cc1OC)CN(C(=O)C(C)(C)C)CC2 | i | i | i | i | i | i | -0.1 | 7 | i | -1 | i
CC1(C)O[C@@H]2[C@@H](CO[C@@]3(COS(N)(=O)=O)OC(C)(C)O[C@@H]23)O1 | i | i | i | i | i | i | -0.5 | -1 | i | 3 | i
CC(=O)NC(CCS(C)(=O)=O)C(=O)Nc1ccc(Oc2ccccc2)cc1 (stereo not drawn) | i | i | i | i | i | i | -0.1 | 5 | i | -1 | i
COC(=O)C(C)N(C#N)c1nc(C)cc(C)n1 (stereo not drawn) | i | i | i | i | i | i | -0.4 | 1 | i | -6 | i
COc1cc(CC(C#N)(CO)c2nc3ccccc3[nH]2)ccc1OC(F)F (stereo not drawn) | i | i | i | i | i | i | 0.5 | 4 | i | 4 | i
Cc1ccc2c(c1)N(CC(=O)NCC1CCCO1)C(=O)C(C(C)C)O2 (stereo not drawn) | i | i | i | i | i | i | 0.3 | -4 | i | 1 | i

Look-ups from above:
`Cc1ccccc1-c1nc2c(s1)CCc1onc(-c3ccc(Cl)cc3)c1-2` | SKKanGAS inh = -3
`COC(=O)C(C)N(C#N)c1nc(C)cc(C)n1` (stereo not drawn) | SKKanGAS inh = -6
`Cc1ccc2c(c1)N(CC(=O)NCC1CCCO1)C(=O)C(C(C)C)O2` (stereo not drawn) | Platelet DG rel = -4

Next part.
SMILES | TRPC4 block | RGS4 act | TRPC6 activator | MrgX1 PAM | MrgX1 ag | MrgX1 antagonist | HIF act | Platelet DG rel | RGS4 block | SKKanGAS inh | TRPC6 inh
Cc1ccccc1CN1CCNC(=O)C1CC(=O)NCCN1CCCCC1=O (stereo not drawn) | i | i | i | i | i | i | -0.5 | 4 | i | 0 | i
Nc1ccc2c(c1)C(=O)c1ccccc1C2=O | . | . | . | i | i | i | 2.6 | -9 | . | -8 | .
COc1ccc(N2CCN(CCCNS(=O)(=O)c3ccc4c(c3)oc(=O)n4C)CC2)cc1 | i | i | i | i | i | i | 0.3 | 15 | i | -6 | i
COc1cc(/C=C/C(=O)N(C)c2ccccc2C(=O)O)cc(OC)c1OC | i | i | i | i | i | i | 0.0 | -5 | i | -1 | i
S=c1nc(-c2ccco2)[nH][nH]1 | i | i | i | i | i | i | -0.2 | 5 | i | -1 | i
COc1ccc(OC)c(C(c2nnnn2Cc2ccccc2)N2CCC(C(N)=O)CC2)c1 (stereo not drawn) | i | i | i | i | i | i | -0.1 | 7 | i | -3 | i
Cc1c(CNCCc2ccc(Cl)cc2)c(C(=O)O)c(C)n1Cc1ccccc1 | i | i | i | i | i | i | -0.4 | 5 | i | 15 | i
Cc1ccc(NC(=O)Cc2c[nH]c3ccccc23)cc1S(=O)(=O)N1CCCCCC1 | i | i | i | i | i | i | -0.5 | -3 | i | 3 | i
Cc1ccc(S(=O)(=O)CC(=O)c2ccc([N+](=O)[O-])cc2)cc1 | i | i | i | i | i | i | -0.3 | -11 | i | 6 | i
CCn1c(=O)c(C(=O)CN(C)Cc2cccc(OC)c2OC)c(N)n(Cc2ccccc2)c1=O | i | i | i | i | i | i | -0.1 | -3 | i | 9 | i
